Screening data: PubChem BioAssay, several laboratories
C-LANA FP: inhibitors of KSHV C-LANA binding to DNA, primary screen, biochemical, fluorescence polarization, FAM-LBS DNA, MBP-C-LANA, single point; Kaposi's sarcoma herpesvirus LANA C-terminal domain (residues 932-1162) DNA binding; inhibition, % at 9 µM; actives 0.078% (n = 340,000); AID 504423, 2011;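 active = highest replicate inhibition at or above 60% at 9 µM, even if other replicates fall short; inactive = all replicates below 60% inhibition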;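 also: 0% = neutral control wells and 100% = 4 µM acridine orange control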
Keap1 Nrf2 FP: Keap1-Nrf2 protein-protein interaction inhibitors, primary screen, biochemical, fluorescence polarization, single point; Kelch-like ECH-associated protein 1 (Homo sapiens), Q14145; Keap1 Kelch-Nrf2 peptide fluorescence polarization, 1536-well; inhibition, % at 9.4 µM; actives 0.15% (n = 340,000); in the data active = inhibition above about 12%;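 also: human Keap1 Kelch domain with fluorescein labeled Nrf2 9mer peptide probe; 0% = neutral control wells and 100% = peptide positive control; higher means more block of Keap1 binding to Nrf2 peptide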
NSD2 inh: NSD2 histone methyltransferase inhibitors, primary screen, biochemical, AlphaScreen, single concentration, set 2. Histone-lysine N-methyltransferase NSD2 (Homo sapiens), O96028. NSD2 peptide methylation, 120 min. inhibition, % at 12.5 µM. actives 0.54% (n = 310,000); in the data active = inhibition above about 50%
CAL PDZ FP-1: CAL PDZ peptide-binding inhibitors, primary screen, biochemical, fluorescence polarization, Cer-tagged CAL PDZ, HTS. inhibition, % at 20 µM. actives 0.02% (n = 330,000). Golgi-associated PDZ and coiled-coil motif-containing protein (Homo sapiens), Q9HD26. purified CAL PDZ, TMR-peptide fluorescence polarization, 1 h. AID 504414, 2011;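 active = highest replicate inhibition of at least 40%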;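 also: plate controls were DMSO neutral control wells for no effect and unlabeled competitor peptide control wells for full effect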
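Read-out basis: mP drop reported as inhibition | Assay system: Tagged CAL PDZ protein CerCALP, purified | Benchmarks: Unlabelled peptide for full inhibition, DMSO wells as neutral | Schedule: 1 h incubation at room temperature before polarization reading | Buffer or medium: Sodium phosphate/NaCl buffer pH 7.4 with TCEP, IgG, Thesit | Doses: Single point, 20 µM | Measured by: Fluorescence polarization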
CAL PDZ FP-2: untagged CAL PDZ binding inhibitors, primary screen, biochemical, fluorescence polarization, HTS. Golgi-associated PDZ and coiled-coil motif-containing protein (Homo sapiens), Q9HD26. purified CAL PDZ, TMR-peptide fluorescence polarization, 1 h. inhibition, % at 24.9 µM. actives 0.92% (n = 300,000). AID 602252, 2012;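 active = mean inhibition of at least 30% with at least half of replicates also reaching 30%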;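 also: 0% = DMSO neutral control and 100% = excess unlabeled competitor peptide PRC23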
V-ATPase pHluor: regulators of yeast V-ATPase proton pumping, primary screen, pHLuorin cytosolic pH fluorescence | response, % at 10 µM | actives 0.37% (n = 350,000) | S. cerevisiae; in the data active = response mostly above about 7.3%, no sharp cut-off; inactive = mostly below about 5.4%; also: actives read high; inactives centre near 0; some compounds called inactive have numbers as strong as hits
DAGLB inhibitor: DAGLB lipase inhibitors, primary screen, biochemical, fluorescence, HTS | Diacylglycerol lipase-beta (Homo sapiens), Q8NCG7 | HEK293T DAGLB membrane lysate, EnzChek fluorogenic substrate | inhibition, % at 5.17 µM | actives 0.059% (n = 340,000); in the data active = inhibition above about 34%;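 also: 0% = enzyme with vehicle and 100% = wells lacking enzyme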
DSG3 Ab inh: inhibitors of pemphigus antibody binding to DSG3, primary screen, biochemical, bead-based, flow cytometry, scFv-GFP | actives 0.48% (n = 310,000) | AID 588358, 2011 | Desmoglein-3 (Homo sapiens), P32926 | binding (percent of control), % at 10 µM | DSG3-coupled beads, scFv-anti-DSG3-GFP binding; hits give low values;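 active = binding more than 3 SD below its plate's average and above zero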;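 also: hits lower antibody fragment binding to DSG3; some compounds called inactive have numbers as strong as hits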
Target sequence (P32926 whole entry, looked up, the tested form may be a part): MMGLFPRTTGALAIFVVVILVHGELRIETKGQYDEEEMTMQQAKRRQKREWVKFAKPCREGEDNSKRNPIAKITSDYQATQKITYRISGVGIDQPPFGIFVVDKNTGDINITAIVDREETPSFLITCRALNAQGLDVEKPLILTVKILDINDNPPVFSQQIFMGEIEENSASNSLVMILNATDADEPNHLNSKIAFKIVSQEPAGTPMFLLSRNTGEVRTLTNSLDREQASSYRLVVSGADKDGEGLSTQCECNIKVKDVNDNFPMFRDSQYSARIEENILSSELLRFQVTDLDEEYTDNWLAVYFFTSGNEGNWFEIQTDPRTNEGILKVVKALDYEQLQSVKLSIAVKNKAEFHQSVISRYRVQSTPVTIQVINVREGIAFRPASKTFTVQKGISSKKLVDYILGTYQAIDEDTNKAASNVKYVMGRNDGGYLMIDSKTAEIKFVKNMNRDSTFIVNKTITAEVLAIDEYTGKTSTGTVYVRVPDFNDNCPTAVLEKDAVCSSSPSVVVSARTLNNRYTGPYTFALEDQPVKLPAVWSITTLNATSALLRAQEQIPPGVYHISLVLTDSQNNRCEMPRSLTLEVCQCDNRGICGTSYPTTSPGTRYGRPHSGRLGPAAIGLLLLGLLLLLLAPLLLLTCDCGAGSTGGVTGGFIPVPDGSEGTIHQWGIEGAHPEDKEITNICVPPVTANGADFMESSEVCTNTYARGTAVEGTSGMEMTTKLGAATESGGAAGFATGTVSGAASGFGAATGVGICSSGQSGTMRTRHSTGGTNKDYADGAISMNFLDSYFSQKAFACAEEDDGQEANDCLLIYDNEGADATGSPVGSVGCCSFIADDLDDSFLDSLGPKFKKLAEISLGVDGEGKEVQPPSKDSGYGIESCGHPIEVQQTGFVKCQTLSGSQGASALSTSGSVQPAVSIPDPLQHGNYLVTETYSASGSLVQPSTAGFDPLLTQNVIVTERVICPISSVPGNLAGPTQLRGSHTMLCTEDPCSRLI
Arr AP2 block: inhibitors of beta-arrestin/AP2 binding, primary screen, biochemical, GPCR trafficking, flow cytometry | beta-arrestin 1 C-terminal peptide binding to AP2 beta2-adaptin appendage (human) | FITC-arrestin peptide / GST-AP2 beads; AP2 beta2 appendage carries R879A mutation | inhibition, % at 10 µM | actives 0.31% (n = 340,000);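 active = inhibition above a set limit, near 3 SD of compounds lacking own fluorescence, cut at about 54% in these data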;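 also: plate controls were DMSO wells for no effect and 5 µM unlabelled arrestin peptide for full effect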
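test system = AP2 appendage R879A on GSH beads | buffer or medium = PBS plus Tween 20 (0.05%) and BSA (0.1%) | incubation = 12 min plus 1 h, RT | detection = bead flow cytometry, FITC channel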
RTF Ca sens inh: cardiac RTF calcium sensitivity inhibitors, primary screen, biochemical, IANBD-TnC fluorescence, EC70 calcium; IANBD-labeled cardiac RTF, Ca2+ fluorescence; inhibition, % at 7.15 µM; actives 0.12% (n = 340,000); AID 493244, 2011;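 active = inhibition above the mean inhibition of all tested compounds plus 3 SD, cut at about 17% in these data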;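 also: assay run at fixed EC70 calcium of 1.6 mM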
Numbers without * were called inactive; / = no result given. A portion of the library; rates above refer to the full screens.

SMILES	C-LANA FP	Keap1 Nrf2 FP	NSD2 inh	CAL PDZ FP-1	CAL PDZ FP-2	V-ATPase pHluor	DAGLB inhibitor	DSG3 Ab inh	Arr AP2 block	RTF Ca sens inh
Cc1ccc(OCC(=O)Nc2ccc(S(=O)(=O)N3CCOCC3)cc2)c(C)c1	-0.5	0.8	/	-3.0	-0.8	1.4	-1.0	/	14.8	-7.4
C[C@@H]1CN([C@H](C)CO)C(=O)c2cc(NS(=O)(=O)c3cn(C)cn3)ccc2O[C@@H]1CN(C)S(C)(=O)=O	-0.1	-5.4	/	-1.0	-0.6	7.3	0.5	105.4	/	10.3
Cc1ccccc1C(=O)NCC(=O)Nc1ccccc1C(F)(F)F	0.0	-4.0	1.7	-0.2	-8.9	1.3	0.7	89.9	-9.7	-11.4
Cc1ccccc1-c1nc(CS(=O)CC(=O)NC2CCCCC2)c(C)o1 (centres undefined)	-2.4	-2.9	21.9	-0.5	/	-3.2	-0.8	79.2	14.0	-0.8
C=CCN1CC(O)=C(c2nc3ccccc3[nH]2)C1=N	-1.9	-8.5	0.7	-0.6	-1.5	-2.3	0.3	89.1	-5.0	-2.1
CCn1c(SCC(=O)Nc2cccc(NC(=O)c3ccco3)c2)nnc1-c1cccs1	-2.6	-1.8	0.7	-2.1	-2.4	-2.8	-5.3	/	30.3	-3.1
CCc1noc(C)c1C(=O)Nc1ccccc1C(C)(C)C	0.4	-2.6	-1.5	-2.5	-5.9	-3.6	-0.3	109.2	-5.8	-0.6
Cc1ccc(C)c(S(=O)(=O)Nc2cc(C)on2)c1	-0.8	6.1	-2.0	-0.4	/	-1.2	-2.6	/	0.2	5.0
O=C(N/C(=C\c1ccc([N+](=O)[O-])cc1)C(=O)N1CCCCC1)c1ccc(Br)o1	-1.2	-1.3	2.7	-2.3	2.3	1.1	0.3	102.6	1.5	-4.1
Cn1c(CNC(=O)c2ccco2)nnc1SCC(=O)Nc1ccccc1Cl	0.7	-1.7	0.1	-1.2	-3.7	3.4	0.7	98.7	42.1	0.3
COc1ccc(CCNC(=O)C2CCN(c3ccc(N4CCOCC4)nn3)CC2)c(OC)c1	-0.1	-5.0	/	0.3	/	1.7	0.0	100.1	3.1	1.4
Cc1nc(NC(=O)/C=C/c2ccco2)sc1C	2.2	-1.1	1.4	-0.5	-3.8	2.9	4.3	-3.5*	10.1	13.4
CC(=O)c1cc(Cl)ccc1OCC(=O)NC1CCCC1	0.5	2.4	0.2	-2.4	-2.4	3.3	-1.5	98.7	-5.5	-8.6
CC(=O)NC(CCS(C)(=O)=O)C(=O)Nc1cccc2ccccc12 (centres undefined)	-0.5	-6.8	/	0.8	3.3	-3.8	-3.0	94.8	-2.1	-9.4
COc1ccc(C(=O)Oc2ccc(/C=N/O)cc2)cc1	-0.4	1.6	-0.1	-1.4	-3.6	6.2	-1.3	99.1	-4.1	3.9
CN(CC(=O)N1CCN(Cc2ccccc2)CC1)C(=O)Cc1cccc2ccccc12	-1.0	-4.5	3.5	-0.2	/	1.0	-0.6	103.8	1.2	2.7
Cn1c(SCC(=O)OC2CCCCC2)nnc1-c1ccc(S(=O)(=O)N2CCCC2)cc1	0.9	-4.5	3.0	0.5	-1.0	1.8	-0.8	100.2	-4.9	0.9
CCOC(=O)c1c(C)n(-c2ccc(C)cc2)c2c(C(C(C)=O)C(=O)O)c(Br)c(O)c(O)c12 (centres undefined)	-0.6	1.4	2.5	0.4	/	-1.7	2.6	108.0	-2.2	-3.9
CN(C)C(/C=C/Nc1ccc([N+](=O)[O-])cc1)=C(C#N)C#N	-0.2	0.9	-0.2	-2.0	-5.7	-1.3	2.0	95.7	-21.0	-6.8
COC(=O)c1ccccc1NC(=O)CCS(=O)(=O)c1cc2c(cc1C)NC(=O)CO2	-0.2	-3.7	/	0.5	1.5	2.0	2.4	/	-1.4	0.8
Cc1ccc(S(=O)(=O)c2nc(S(C)(=O)=O)sc2N2CCN(C)CC2)cc1	-2.2	-6.1	/	0.3	/	-3.0	-2.3	101.6	1.1	1.8
O=C(Nc1nccs1)c1cccc(S(=O)(=O)N2CCCCC2)c1	-0.5	1.0	9.0	/	-1.9	-1.5	-0.3	99.7	-10.6	-4.6
O=C(CCN=C1NS(=O)(=O)c2ccccc21)OCc1c(F)c(F)c(F)c(F)c1F	1.5	1.4	4.6	-0.2	/	-1.3	2.3	106.1	3.8	-7.6
CCCCN(c1ccccc1)c1ncnc2nc[nH]c12	0.4	-2.7	/	-1.2	/	-2.3	-2.1	104.0	-8.3	-3.4
NNC(=O)CNC(=O)c1ccc(F)cc1	1.3	-1.7	-3.0	-0.9	-4.0	1.0	1.9	108.5	-0.3	2.9
CN1CCN(C(=O)c2ccccc2Nc2ccc(SC(F)F)cc2)CC1	-0.7	-4.4	-0.1	-1.5	-1.1	2.9	2.2	106.7	-6.4	5.8
CN(CC(=O)Nc1cccc(F)c1)C(=O)CCCc1nc2ccccc2c(=O)[nH]1	1.2	0.7	-0.4	-2.8	-1.0	1.1	2.8	99.5	-19.9	-19.3
N[C@@H](Cc1cnc[nH]1)C(=O)Nc1ccc2ccccc2c1	0.9	-5.7	/	-0.8	-4.9	-3.8	0.0	100.9	-6.2	-1.4
CC(C)CNC(=S)N1CCC(Cc2ccccc2)CC1	0.9	0.2	-0.8	-2.6	/	2.8	-8.8	102.9	25.6	-3.3
Cc1cc(-c2csc(NC(=O)c3ccc(C#N)cc3)n2)c(C)n1Cc1ccccc1	0.3	-6.5	3.1	0.6	-2.3	5.5	1.2	/	4.0	2.6
COc1ccc(/C=C2\SC(N3CCCCC3)=NC2=O)cc1	2.4	-5.3	-3.2	/	-2.9	3.2	-2.0	96.8	4.9	-4.3
CCOCCn1c(SC)nc2c1c(=O)[nH]c(=O)n2C	0.9	-10.2	/	-0.6	-3.6	/	1.6	98.1	6.8	2.6
N#Cc1ccc(-c2ccc(C3Nc4ccccc4C(=O)N3O)o2)cc1 (centres undefined)	1.8	-4.4	/	0.0	-1.4	8.9	4.2	103.3	28.1	-0.9
CC1CC1C(=O)NCCc1ccc(Cl)cc1 (centres undefined)	0.9	0.4	-4.4	-2.1	0.9	3.4	-0.3	101.2	2.6	3.8
O=C(Nc1ccccn1)c1sc2cc([N+](=O)[O-])ccc2c1Cl	1.5	-3.4	-0.1	-2.0	-5.1	-1.0	3.1	116.3	8.3	2.9
CCCNC(=O)c1cc(S(=O)(=O)N2CCc3ccccc32)cn1C	-0.5	-2.0	/	-1.8	/	3.4	-1.1	107.1	8.7	-5.9
COC(=O)c1ccccc1NC(=O)Nc1ccc(Cl)cn1	0.3	-8.3	-1.7	-2.1	-1.8	-2.8	1.3	155.1	-14.1	-20.8
COc1ccc(-c2nc(CN3CCN(Cc4ccccc4)CC3)c(C)o2)cc1	-1.0	-3.2	1.8	-0.6	-5.0	2.0	-1.3	105.1	11.1	-9.2
CC(=O)NS(=O)(=O)c1ccc(NC(=O)c2ccc3c(c2)C(=O)N(CCC(C)C)C3=O)cc1	2.1	1.8	7.1	-0.6	-5.1	-1.7	9.9	101.3	-10.3	-10.0
CC(C)CN1CCN(C(=O)CCc2nnc(Cc3c[nH]c4ccccc34)o2)[C@@H](C)C1=O	-0.8	1.2	2.0	/	-9.0	-0.8	-2.5	100.4	1.0	-3.0

Full records, looked up by structure.
Listed for `Cc1ccc(OCC(=O)Nc2ccc(S(=O)(=O)N3CCOCC3)cc2)c(C)c1` → C-LANA FP: -0.5; Keap1 Nrf2 FP: 0.8; NSD2 inh: /; CAL PDZ FP-1: -3.0; CAL PDZ FP-2: -0.8; V-ATPase pHluor: 1.4; DAGLB inhibitor: -1.0; DSG3 Ab inh: /; Arr AP2 block: 14.8; RTF Ca sens inh: -7.4
Listed for `Cc1cc(-c2csc(NC(=O)c3ccc(C#N)cc3)n2)c(C)n1Cc1ccccc1` → C-LANA FP: 0.3; Keap1 Nrf2 FP: -6.5; NSD2 inh: 3.1; CAL PDZ FP-1: 0.6; CAL PDZ FP-2: -2.3; V-ATPase pHluor: 5.5; DAGLB inhibitor: 1.2; DSG3 Ab inh: /; Arr AP2 block: 4.0; RTF Ca sens inh: 2.6
Listed for `O=C(Nc1nccs1)c1cccc(S(=O)(=O)N2CCCCC2)c1` → C-LANA FP: -0.5; Keap1 Nrf2 FP: 1.0; NSD2 inh: 9.0; CAL PDZ FP-1: /; CAL PDZ FP-2: -1.9; V-ATPase pHluor: -1.5; DAGLB inhibitor: -0.3; DSG3 Ab inh: 99.7; Arr AP2 block: -10.6; RTF Ca sens inh: -4.6

Later entries:
SMILES	C-LANA FP	Keap1 Nrf2 FP	NSD2 inh	CAL PDZ FP-1	CAL PDZ FP-2	V-ATPase pHluor	DAGLB inhibitor	DSG3 Ab inh	Arr AP2 block	RTF Ca sens inh
CCc1ccc(NC(=O)C2CCN(S(=O)(=O)c3ccc4c(c3)CC(C)N4C(C)=O)CC2)cc1 (centres undefined)	-1.4	-0.3	/	-0.1	-3.1	1.6	-1.5	101.1	-2.8	-3.1
O=C1C[C@@H]2c3c(cccc3CN1Cc1ccccc1)C[C@@H](O)[C@H]2O	1.9	1.4	/	-0.5	-2.4	-4.0	3.2	101.9	10.8	-13.4
O=C(CSc1n[nH]c(-c2ccc(S(=O)(=O)N3CCCCC3)cc2)n1)Nc1nccs1	0.9	-3.1	/	-4.3	-6.4	2.3	1.3	100.6	-2.1	-7.8
Cc1ccc2nc(NC(=O)C3CCCN(S(=O)(=O)c4cccnc4)C3)sc2c1 (centres undefined)	-0.5	-1.1	/	-2.1	/	-1.5	5.7	98.0	-5.3	2.4
O=C(COc1ccc([N+](=O)[O-])cc1)Nc1cc(C(=O)O)cc(C(=O)O)c1	0.0	5.7	0.4	-0.7	0.5	-1.4	0.1	97.8	-4.6	-7.1
Cn1c(N)c(C(=O)c2ccc(F)cc2F)c(=O)n(C)c1=O	1.2	0.5	-3.6	-0.6	-3.0	8.4*	3.2	100.5	9.3	5.0
Cc1cc2ccccn2c1C(=O)Nc1ccccc1	0.0	-5.6	-0.5	-0.3	2.2	-0.2	-1.5	103.9	7.1	0.4
NC(=NCCc1ccccc1)NS(=O)(=O)c1ccc(F)cc1	1.4	3.1	-2.4	-0.4	-0.7	-1.7	0.1	102.3	-16.4	-14.6
